High-throughput results from PubChem.
HSF1 inhib: HSF1 inhibition; NIH3T3-HGL HSE-luciferase, MG132-induced, luminescence 8 h; stronger effect = lower value; activity change, negative = inhibition, % at 7.5 µM (by protocol); 300,000 compounds, 0.77% hits;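 active = more than half of replicate wells show activity change below -50%, luminescence cut by over half; inconclusive = some wells, but at most half, below -50%; inactive = no replicate well below -50%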;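 also: luciferase reports HSF-1 transcriptional activity via heat shock element; 0% = median of DMSO wells and -100% = zero luminescence signal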
DYRK1A inh: blocks rat Dyrk1A kinase activity; AID 504441; inhibition, % at 12.5 µM; Q63470; ADP-Glo luminescence, NFATc1 peptide; 310,000 compounds, 0.43% hits; in the data active = inhibition above about 50%;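 also: plate controls were vehicle with enzyme for no effect and no enzyme for full effect; many of its hits are not listed in these tables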
GSK3 alpha inh: human GSK-3 alpha kinase inhibition | P49840 | ADP-Glo luminescence, 60 min | inhibition, % at 10 µM | 320,000 compounds, 0.1% hits | AID 2650;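 in the data active = inhibition above about 50%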;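 also: GST-tagged GSK-3 alpha with peptide substrate and 25 µM ATP; 0% = DMSO neutral wells and 100% = GW8510 positive control wells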
Target sequence (P49840 whole entry, looked up): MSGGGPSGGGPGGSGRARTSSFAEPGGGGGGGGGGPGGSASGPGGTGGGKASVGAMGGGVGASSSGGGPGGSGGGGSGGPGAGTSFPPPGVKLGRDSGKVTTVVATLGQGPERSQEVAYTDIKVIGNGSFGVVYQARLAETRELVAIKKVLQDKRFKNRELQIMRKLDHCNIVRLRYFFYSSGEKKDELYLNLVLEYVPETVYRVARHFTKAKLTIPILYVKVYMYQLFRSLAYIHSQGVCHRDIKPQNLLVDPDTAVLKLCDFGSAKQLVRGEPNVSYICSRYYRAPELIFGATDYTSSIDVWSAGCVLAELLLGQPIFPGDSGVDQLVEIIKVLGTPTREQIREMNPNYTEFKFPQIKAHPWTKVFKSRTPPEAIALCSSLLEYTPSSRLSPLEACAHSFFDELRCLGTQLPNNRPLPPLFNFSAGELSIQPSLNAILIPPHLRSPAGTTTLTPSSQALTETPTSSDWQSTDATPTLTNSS
AI-2 QS mod: modulates the Vibrio harveyi AI-2 quorum sensing system | Vibrio harveyi JMH597 AI-2 luminescence/OD600 ratio, 9 h; stronger effect = lower value; strain lacks LuxN and CqsS sensors; 0 = neutral-control median | activity change, % at 7.5 µM | 300,000 compounds, 0.4% hits; in the data active = activity change below about -75%, passing the limit was not always enough; inconclusive = no clear call, values can overlap the other calls;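 also: luminescence divided by OD600 gain over 9 h not by final OD600 alone; inactives centre near 13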
Platelet DG rel: platelet dense granule release activity; human platelet-rich plasma, SFLLRN dense granule ATP release, luminescence; inhibition, %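 (compounds screened at 7.5 µM in platelet-rich plasma)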; 300,000 compounds, 0.22% hits;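 active = mean replicate score, as percent of positive control, at or above 50; inconclusive = mean below 50 but at least one replicate at or above 50; inactive = mean and every replicate below 50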
HSP90 inh: HSP90 refolding inhibition in rabbit reticulocyte lysate. 290,000 compounds, 0.91% hits. luciferase refolding luminescence, 3 h. inhibition, % at 5.6 µM. AID 1789;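 active = inhibition above the screen-wide mean plus 3 SD, computed separately per campaign, cut at about 16% in these data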;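 also: 0% = DMSO wells and 100% = 60 µM geldanamycin wells; inhibitors lower the luminescence because luciferase stays unfolded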
GSK3B inh: blocks human GSK3beta kinase activity | P49841 | GST-GSK3beta kinase, ADP-Glo luminescence, 60 min; stronger effect = lower value | activity score (negative = inhibition), % at 10 µM | 300,000 compounds, 0.038% hits;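 active = more than half of replicate wells score below -50%, meaning over 50% inhibition versus plate controls; inconclusive = some replicates but at most half score below -50%; inactive = no replicate scores below -50%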;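 also: 0% = median DMSO wells and -100% = median GW8510 positive control wells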
Target sequence (P49841 whole entry, looked up): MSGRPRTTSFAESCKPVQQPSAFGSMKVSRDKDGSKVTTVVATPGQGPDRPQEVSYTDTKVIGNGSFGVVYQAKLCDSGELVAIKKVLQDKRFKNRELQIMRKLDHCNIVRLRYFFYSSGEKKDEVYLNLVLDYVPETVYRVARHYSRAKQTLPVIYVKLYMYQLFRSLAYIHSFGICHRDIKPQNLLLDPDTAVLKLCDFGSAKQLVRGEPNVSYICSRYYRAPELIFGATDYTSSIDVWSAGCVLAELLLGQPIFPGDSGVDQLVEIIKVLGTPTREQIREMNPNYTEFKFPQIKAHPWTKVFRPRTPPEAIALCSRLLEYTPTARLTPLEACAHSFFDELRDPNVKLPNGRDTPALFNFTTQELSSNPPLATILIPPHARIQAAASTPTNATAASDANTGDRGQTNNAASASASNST
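Test system: GST-tagged human GSK3beta kinase, cell-free; evaluation: activity score scaled between in-plate DMSO and GW8510 controls; measured by: ADP-Glo luminescence; incubation: 60 min reaction, RT; benchmarks: DMSO and 20 µM GW8510; reagent: peptide substrate plus 25 µM ATP (final); medium: Tris/MgCl2 kinase buffer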
HSF1 activator: increases HSF-1 driven luciferase reporter signal | NIH3T3-HGL HSF-1 luciferase reporter, MG132, 8 h; 100% = twice DMSO control signal | activation, % at 9 µM | 300,000 compounds, 1.7% hits | AID 504408;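 active = mean replicate activation of at least 50% with a set share of replicates each reaching 50%; inconclusive = only one of those two conditions met; inactive = mean below 50% and too few replicates reaching it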;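 also: 0% = median of the neutral control wells and 100% = twice that signal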
PolyA inhibitor: inhibitors of polyadenylation in S. cerevisiae | S. cerevisiae SKY197-pL101 polyadenylation reporter, beta-gal luminescence; efflux-impaired pdr1/pdr3 knockout yeast; score 100 = 6 SD above DMSO | calls only at 12 µM | 300,000 compounds, 0.02% hits | AID 1875;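 active = lowest replicate activity score at least 50, where 100 means six control SD above control mean; inconclusive = lowest score under 50 but half or more replicates reach 50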;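 also: yeast exposed to compound for 9 h at 30 °C; higher score means more reporter readthrough which indicates perturbed polyadenylation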
HDAC3 inh: blocks human histone deacetylase 3. recombinant HDAC3, fluorogenic peptide/trypsin coupled, fluorescence. inhibition, % at 8.3 µM. 320,000 compounds, 0.15% hits; in the data active = inhibition above about 26%, passing the limit was not always enough; inconclusive = no clear call, values can overlap the other calls
Active calls of the source: *. An excerpt; the hit share may differ from the screen's.

`O=C(c1ccc(S(=O)(=O)N2CCCCC2)cc1)N1CCN(CCN2C(=O)c3cccc4cccc(c34)C2=O)CC1` gave HSF1 inhib 7, DYRK1A inh 2, GSK3 alpha inh -3, AI-2 QS mod 28, Platelet DG rel 1, HSP90 inh 0, GSK3B inh -3, HSF1 activator 45, PolyA inhibitor inactive and HDAC3 inh 13.
COC(=O)C(C)NC(=O)c1ccc(C(C)(C)C)cc1 (stereo not given) was read as HSF1 inhib 6, DYRK1A inh -6, GSK3 alpha inh 0, AI-2 QS mod 21, Platelet DG rel 8, HSP90 inh 1, GSK3B inh 2, HSF1 activator 1, PolyA inhibitor inactive and HDAC3 inh -1.
Cn1c(=O)c2c(nc(SCc3ccccc3)n2Cc2ccc(Cl)cc2)n(C)c1=O was read as HSF1 inhib 5, DYRK1A inh 6, GSK3 alpha inh -3, AI-2 QS mod 26, Platelet DG rel -3, HSP90 inh 0, GSK3B inh 6, HSF1 activator 9, PolyA inhibitor inactive and HDAC3 inh -3.
For Cc1ccc(CNC(=O)c2cccc(-n3cnnn3)c2)cc1 the results were HSF1 inhib -8, DYRK1A inh 8, GSK3 alpha inh -1, AI-2 QS mod 22, Platelet DG rel 1, HSP90 inh 5, GSK3B inh 10, HSF1 activator -6, PolyA inhibitor inactive and HDAC3 inh -2.
Screening Cc1cccc(C)c1NC(=O)NCc1ccco1 returned HSF1 inhib 1, DYRK1A inh -1, GSK3 alpha inh -3, AI-2 QS mod 11, Platelet DG rel -7, HSP90 inh 2, GSK3B inh 3, HSF1 activator 22, PolyA inhibitor inactive and HDAC3 inh -3.
Screening CCNC(=S)NNC(=O)c1cc(C)on1 returned HSF1 inhib -4, DYRK1A inh 3, GSK3 alpha inh -3, AI-2 QS mod 1, Platelet DG rel -11, HSP90 inh 1, GSK3B inh -5, HSF1 activator 20, PolyA inhibitor inactive and HDAC3 inh 1.
For CCN(CCn1cccn1)C(=O)CC1C(=O)NCCN1CCc1ccccc1 (stereo not given) the results were HSF1 inhib 3, DYRK1A inh 0, GSK3 alpha inh 0, AI-2 QS mod 1, Platelet DG rel -15, HSP90 inh 0, GSK3B inh -7, HSF1 activator 6, PolyA inhibitor inactive and HDAC3 inh 2.
Screening O=C1CC(NNc2nc3ccccc3s2)C(=O)N1c1ccc(F)cc1 (stereo not given) returned HSF1 inhib 32, DYRK1A inh 2, GSK3 alpha inh -2, AI-2 QS mod 10, Platelet DG rel 12, HSP90 inh 4, GSK3B inh -2, HSF1 activator 41, PolyA inhibitor inactive and HDAC3 inh -3.
Cc1ccc(-c2noc(CCC(=O)NCCN3CCN(Cc4ccccc4)CC3)n2)cc1 was read as DYRK1A inh 6, GSK3 alpha inh -1, AI-2 QS mod 19, HSP90 inh 0, GSK3B inh -2 and HDAC3 inh 2.
`CCOC(=O)c1cnc(-n2nc(C)cc2C)nc1NNc1ncc(-c2ccccc2)cn1` gave HSF1 inhib -1, GSK3 alpha inh 1, AI-2 QS mod 5, Platelet DG rel 4, HSP90 inh -1, GSK3B inh 1, HSF1 activator 11, PolyA inhibitor inactive and HDAC3 inh 2.
Cc1ccc(NC(=O)n2ncc3c(C)cccc32)cc1F was read as HSF1 inhib 31, DYRK1A inh -1, GSK3 alpha inh -2, AI-2 QS mod 9, Platelet DG rel -9, HSP90 inh 1, GSK3B inh 1, HSF1 activator 61*, PolyA inhibitor inactive and HDAC3 inh 1.
For CN1C(=O)[C@H]2[C@@H](/C=C/c3ccccc3)N3C(=O)CN(Cc4ccc(-c5ccccc5)cc4)C(=O)[C@@]3(Cc3ccccc3)[C@H]2C1=O the results were HSF1 inhib 11, DYRK1A inh 6, GSK3 alpha inh -2, AI-2 QS mod 1, Platelet DG rel -2, HSP90 inh -1, GSK3B inh 0, HSF1 activator 20, PolyA inhibitor inactive and HDAC3 inh -2.
For C/C(=N\NC(=O)c1ccc(C)cc1C)c1ccc2c(c1)OCO2 the results were HSF1 inhib -4, DYRK1A inh 0, GSK3 alpha inh -1, AI-2 QS mod 21, Platelet DG rel -7, HSP90 inh 0, GSK3B inh 1, HSF1 activator 2, PolyA inhibitor inactive and HDAC3 inh -4.
O=C(CCN1C(=O)c2ccccc2C1=O)Nc1nc2ccccc2s1 was read as HSF1 inhib 30, DYRK1A inh 3, AI-2 QS mod -70, Platelet DG rel 0, HSP90 inh -3, GSK3B inh 0, HSF1 activator 32, PolyA inhibitor inactive and HDAC3 inh 2.
Screening COc1cccc(CN2CC(C(=O)N(C)C3CCOCC3)CCC2=O)c1 (stereo not given) returned HSF1 inhib -6, DYRK1A inh -1, GSK3 alpha inh 1, AI-2 QS mod 13, Platelet DG rel 8, HSP90 inh -1, GSK3B inh 2, HSF1 activator 1, PolyA inhibitor inactive and HDAC3 inh -2.
For O=C(Nc1ccccc1)c1cc2ccc3ccccc3c2s1 the results were HSF1 inhib 29, DYRK1A inh -7, GSK3 alpha inh 1, AI-2 QS mod 3, Platelet DG rel -8, HSP90 inh -1, GSK3B inh 0, HSF1 activator inconclusive, PolyA inhibitor inactive and HDAC3 inh 4.
O=C(c1cc(COc2cccc(C(F)(F)F)c2)on1)N1CCC(c2ccccc2)CC1 was read as HSF1 inhib 1, DYRK1A inh -4, GSK3 alpha inh 0, AI-2 QS mod 5, Platelet DG rel -8, HSP90 inh 1, GSK3B inh -3, HSF1 activator -17, PolyA inhibitor inactive and HDAC3 inh 10.
`O=C(NCc1ccccn1)c1cc2cc(Br)ccc2oc1=O` gave HSF1 inhib 5, DYRK1A inh 10, GSK3 alpha inh 1, AI-2 QS mod -1, Platelet DG rel 13, HSP90 inh -2, GSK3B inh 3, HSF1 activator 7, PolyA inhibitor inactive and HDAC3 inh 2.
For Cc1ccc(C)c(C(=O)OCC(=O)N(C)c2ccccc2)c1 the results were HSF1 inhib -4, DYRK1A inh -3, GSK3 alpha inh -2, AI-2 QS mod 27, Platelet DG rel -2, HSP90 inh 2, GSK3B inh 0, HSF1 activator -2, PolyA inhibitor inactive and HDAC3 inh -5.
For COc1ccc(NC(=O)Nc2ccc(F)cc2)cn1 the results were HSF1 inhib -2, DYRK1A inh 3, GSK3 alpha inh -1, AI-2 QS mod -6, Platelet DG rel 9, HSP90 inh 2, GSK3B inh 2, HSF1 activator 18, PolyA inhibitor inactive and HDAC3 inh -2.
O=c1cccc2c1c1cc[nH]c3ccc(=O)n2c31 was read as HSF1 inhib -9, DYRK1A inh 23, GSK3 alpha inh 16, AI-2 QS mod 7, Platelet DG rel -2, GSK3B inh -3, HSF1 activator -19, PolyA inhibitor inactive and HDAC3 inh 1.
`CCOC(=O)N1CCN(c2nc(-c3ccco3)cc(C(F)(F)F)n2)CC1` gave HSF1 inhib 0, DYRK1A inh 1, GSK3 alpha inh -2, AI-2 QS mod 10, Platelet DG rel 2, HSP90 inh -5, GSK3B inh 1, HSF1 activator 11, PolyA inhibitor inactive and HDAC3 inh -4.
For CCOC(=O)C1(CC)NC(c2ccco2)C2C(=O)N(CC)C(=O)C21 (stereo not given) the results were HSF1 inhib -11, DYRK1A inh -1, GSK3 alpha inh -2, AI-2 QS mod 25, Platelet DG rel -6, HSP90 inh 2, GSK3B inh 1, HSF1 activator -9, PolyA inhibitor inactive and HDAC3 inh 5.
`CCOc1ccccc1Nc1nnc(SCc2nnc(-c3cc(OC)c(OC)c(OC)c3)o2)s1` gave HSF1 inhib -74*, DYRK1A inh -4, GSK3 alpha inh -1, AI-2 QS mod 27, Platelet DG rel -2, HSP90 inh -2, GSK3B inh 4, HSF1 activator -81, PolyA inhibitor inactive and HDAC3 inh -2.
Screening CCCC(=O)C1C(=O)CC(CC(C)SCC)CC1=O (stereo not given) returned HSF1 inhib -8, DYRK1A inh 5, GSK3 alpha inh 0, AI-2 QS mod -7, Platelet DG rel 0, HSP90 inh 4, GSK3B inh -2, HSF1 activator -10, PolyA inhibitor inactive and HDAC3 inh -1.
`Cc1nc(-c2ccccc2)sc1C(=O)/C=C/c1ccc(Cl)cc1` gave HSF1 inhib -5, DYRK1A inh 1, GSK3 alpha inh -5, AI-2 QS mod 15, Platelet DG rel -1, HSP90 inh -2, GSK3B inh 0, HSF1 activator 1, PolyA inhibitor inactive and HDAC3 inh -9.
COC(=O)c1[nH]c2ccc(C)cc2c1NC(=O)CN1CCCc2ccccc21 was read as HSF1 inhib -2, DYRK1A inh 1, GSK3 alpha inh 0, AI-2 QS mod -1, Platelet DG rel -1, HSP90 inh 0, GSK3B inh -7, HSF1 activator 13, PolyA inhibitor inactive and HDAC3 inh 9.
For COc1ccc(Br)c(C(=O)Nc2nc3ccccc3[nH]2)c1 the results were HSF1 inhib 4, DYRK1A inh 3, GSK3 alpha inh -2, AI-2 QS mod -1, Platelet DG rel -3, HSP90 inh 1, GSK3B inh 1, HSF1 activator 3, PolyA inhibitor inactive and HDAC3 inh -4.
`CC(C)C[C@H](NC(=O)c1[nH]cnc1C(=O)N[C@@H](C)C(=O)OC(C)(C)C)C(=O)OC(C)(C)C` gave HSF1 inhib 3, DYRK1A inh 4, GSK3 alpha inh -1, AI-2 QS mod 7, Platelet DG rel 6, GSK3B inh 4, HSF1 activator 3, PolyA inhibitor inactive and HDAC3 inh inconclusive.
CCN(CC)c1ccc(NC(=O)OC)cc1 was read as HSF1 inhib 2, DYRK1A inh -2, GSK3 alpha inh 0, AI-2 QS mod -3, Platelet DG rel 2, HSP90 inh 2, GSK3B inh 1, HSF1 activator 19, PolyA inhibitor inactive and HDAC3 inh -1.
CN1CCN(NC(=O)Nc2ccc(Br)cc2)CC1 was read as HSF1 inhib 5, GSK3 alpha inh 0, AI-2 QS mod 9, Platelet DG rel -7, HSP90 inh -1, GSK3B inh 2, HSF1 activator 1 and PolyA inhibitor inactive.
Screening CCN(CC)S(=O)(=O)c1cccc(NC(=O)COC(=O)C2COc3ccccc3O2)c1 (stereo not given) returned HSF1 inhib -34, DYRK1A inh -2, GSK3 alpha inh 0, AI-2 QS mod 26, Platelet DG rel -4, HSP90 inh 6, GSK3B inh -1, HSF1 activator -48, PolyA inhibitor inactive and HDAC3 inh 11.
For Cc1cccc(NCc2nc3ccccc3n2C)c1 the results were HSF1 inhib 13, GSK3 alpha inh 0, AI-2 QS mod 26, Platelet DG rel 1, HSP90 inh 3, GSK3B inh 1, HSF1 activator -11 and PolyA inhibitor inactive.
NS(=O)(=O)c1ccc(CCNC(=O)c2ccc(NS(=O)(=O)c3ccc4[nH]c(=O)[nH]c4c3)cc2)cc1 was read as HSF1 inhib -6, GSK3 alpha inh -3, AI-2 QS mod 13, Platelet DG rel 1, GSK3B inh -1, HSF1 activator -4, PolyA inhibitor inactive and HDAC3 inh 0.
